# Screening results from PubChem.
# FBW7 activator: human FBW7 E3 ligase activation, primary screen | 650,000 compounds, 0.13% hits | AlphaScreen FBW7–phospho-cyclin E peptide binding, activator screen | normalized activity (activation), % at 26.1 µM | Q969H0; in the data active = normalized activity above about 1.9%;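 note: purified mutant Fbw7 with reduced substrate affinity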
# Target sequence (Q969H0 whole entry, looked up): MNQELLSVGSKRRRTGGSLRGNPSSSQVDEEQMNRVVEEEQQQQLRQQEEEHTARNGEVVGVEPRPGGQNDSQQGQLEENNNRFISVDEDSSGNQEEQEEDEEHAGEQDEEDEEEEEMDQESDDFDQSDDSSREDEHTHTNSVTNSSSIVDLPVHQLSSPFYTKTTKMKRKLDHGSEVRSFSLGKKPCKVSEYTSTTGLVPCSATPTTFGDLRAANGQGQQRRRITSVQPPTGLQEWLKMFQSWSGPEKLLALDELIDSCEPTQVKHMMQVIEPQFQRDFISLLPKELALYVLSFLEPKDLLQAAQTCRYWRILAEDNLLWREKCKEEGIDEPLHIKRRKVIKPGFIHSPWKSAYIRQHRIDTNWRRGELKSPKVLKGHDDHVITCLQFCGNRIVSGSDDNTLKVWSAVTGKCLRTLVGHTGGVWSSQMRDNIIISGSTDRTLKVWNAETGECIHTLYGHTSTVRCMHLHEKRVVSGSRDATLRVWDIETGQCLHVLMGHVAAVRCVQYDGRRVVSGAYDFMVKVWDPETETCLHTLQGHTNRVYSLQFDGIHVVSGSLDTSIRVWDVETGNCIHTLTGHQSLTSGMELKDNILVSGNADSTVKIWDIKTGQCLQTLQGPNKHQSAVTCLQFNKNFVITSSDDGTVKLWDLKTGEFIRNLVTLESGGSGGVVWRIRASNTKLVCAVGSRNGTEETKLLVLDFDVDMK
# MITF inh: blocks human microphthalmia-associated transcription factor. 650,000 compounds, 0.91% hits. inhibition, % at 2.6 µM. AID 1259374. AlphaScreen MITF homodimerization, bead proximity signal; in the data active = inhibition above about 50%;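 note: 0% = vehicle wells with protein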
# GPR151 ag: activators of human GPR151; activation, % at 11.2 µM; PathHunter beta-arrestin GPR151 cells, luminescence; 650,000 compounds, 1% hits; AID 1508602; Q8TDV0; in the data active = activation above about 4.9%;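 note: 0% = median of compound wells and 100% = cells with positive control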
# TEAD-YAP block: TEAD-YAP interaction inhibition | HEK-TIYL cells, TEAD-Gal4/YAP UAS-luciferase luminescence | inhibition, % at 9.12 µM | 640,000 compounds, 1.4% hits | AID 1259422; in the data active = inhibition above about 32%;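 note: 0% = median of test compound wells and 100% = reference inhibitor wells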
# An asterisk follows results filed as active; . = not tested or not shown; & = joins results of further samples.
SMILES,FBW7 activator,MITF inh,GPR151 ag,TEAD-YAP block
CC(C)CCNC(=O)CCCn1c(=S)[nH]c2ccsc2c1=O,0.0,-8,0.8,-9
CC(c1cc(-c2ccccc2)n[nH]1)N(C)C1CCC(=O)N(Cc2cccnc2)CC1 (stereo not drawn),0.1,-15,-0.6,-4
COC(=O)CC[C@H](NC1CCCN(c2nc(C)c3ccc(C)cc3n2)CC1)C(=O)OC (stereo partly drawn),0.0,-5,-0.4,-6
N#C/C(=C/c1ccc(N2CCOCC2)o1)c1ccc([N+](=O)[O-])cc1,-0.6,-15,-0.4,-3
O=C(NC(=S)Nc1ccc2oc(-c3ccccc3F)nc2c1)c1ccccc1,0.0,5,-0.3,-8
CCOC(=O)C1=C(C)NC2=C(C(=O)C(C(=O)OCC)C(c3cccc(OC)c3)C2)C1c1ccc(OCC)cc1 (stereo not drawn),0.0,-16,2.9,-16
Fc1ccccc1COc1ccc(-c2nnc3ccc4ccccc4n23)cc1,0.2,15,0.3,-7
O=S(=O)(c1ccc(-c2csc(=Nc3ccc(F)cc3)n2CCO)cc1)N1CCCC1,-0.1,44,1.3,47*
CCCCN(C)C1CC(=O)N(c2ccccc2)C1=O (stereo not drawn),0.0,2,0.5,1
Cc1cc2n(n1)C(c1ccc(C(=O)O)cc1)Nc1ccccc1-2 (stereo not drawn),0.7,12,-0.5,11
CCC(=O)Nc1cccc(NC(=O)CSc2nc3cccnc3n2C2CCCCC2)c1,0.7,10,0.5,-4
O=C(CN1C(=O)c2ccc([N+](=O)[O-])cc2C1=O)Nc1ccc2c(c1)C(=O)NC2=O,-0.1,-9,-1.4,5
O=C1CN(C(=O)CNCc2ccccc2)c2ccccc2N1,-0.1,19,-0.2,4
CCn1cc(C(=O)N2CCc3ccccc32)c(=O)c2cc(S(=O)(=O)N(C)C)ccc21,-0.1,6,-0.5,6
CCOC(=O)C1(CCc2ccccc2)CCN(Cc2cnn(C)c2)CC1,0.0,2,0.1,6
CCn1c2ccccc2c2cc(NC(=O)CN3CCN(S(=O)(=O)c4ccc(OC)cc4)CC3)ccc21,-0.1,0,1.9,21
COC(=O)CN(c1cc(Cl)ccc1OC)S(=O)(=O)c1ccc(OC)c(OC)c1,0.6,8,-0.3,-4
O=C(COC(=O)CCC(=O)c1ccc(F)cc1)Nc1ccc(F)c(F)c1,0.3,9,0.3,8
COc1ccccc1C(=O)Nc1ccc(NC(=O)c2cccs2)cn1,-0.1,3,0.1,-36
COC(=O)c1c(NC(=O)COc2cccc(C)c2)sc2c1C(C(=O)OC)CC2 (stereo not drawn),0.1,15,0.9,2
O=C(Cc1csc(NC(=O)c2cccs2)n1)NO,-0.1,12,-0.7,0
C=C(C)CNC(=O)CC1(CC(=O)O)CCCC1,-0.1,-3,-2.0,-11
Cc1[nH]c(=O)[nH]c(=O)c1S(=O)(=O)N1CCOc2ccccc21,0.0,6,-1.0,-2
O=C(Nc1cc(Cl)ccc1Cl)c1cc([N+](=O)[O-])nn1Cc1ccccc1,0.0,2,1.8,-6
CCOC(=O)C1CCC(CN(Cc2ccc(OC)cc2)S(=O)(=O)c2ccc(F)c(C(=O)Nc3c(C)cccc3C)c2)CC1 (stereo not drawn),0.1,0,4.1,1

# Filtered by structure: the entries above containing two or more sulfur atoms (3)
SMILES,FBW7 activator,MITF inh,GPR151 ag,TEAD-YAP block
CC(C)CCNC(=O)CCCn1c(=S)[nH]c2ccsc2c1=O,0.0,-8,0.8,-9
O=S(=O)(c1ccc(-c2csc(=Nc3ccc(F)cc3)n2CCO)cc1)N1CCCC1,-0.1,44,1.3,47*
O=C(Cc1csc(NC(=O)c2cccs2)n1)NO,-0.1,12,-0.7,0

# More entries
SMILES,FBW7 activator,MITF inh,GPR151 ag,TEAD-YAP block
N#Cc1ccccc1S(=O)(=O)N1CCNCC1,0.1,10,-0.8,12
O=C1N(Cc2ccc(F)cc2Cl)CCN1c1ccc2c(c1)OCO2,0.1,-2,0.9,-29
COc1cccc2cc(-c3cc(=O)oc4cc(OC(=O)N5CCOCC5)ccc34)c(=O)oc12,0.4,-2,1.1,9
CCCn1cnc2sc(C(=O)N3CCCC3)c(C)c2c1=O,-0.1,-2,1.3,-18
CCOC(=O)c1ccccc1NC(=O)CN(c1ccccc1)S(=O)(=O)N(C)C,0.4,17,0.1,1
CCN(CC)c1ccc(/C=N/NC(=O)CC2C(=O)NN=C2C)c(O)c1 (stereo not drawn),-0.3,-2,1.5,-5
O=C(NCC1(O)CCCCC1)c1ccc(CN2CCC[C@H]2CO)[nH]c1=O,0.0,-13,-0.7,-1
CN(C)CC(C)(O)c1ccc2c(c1)CN(C(=O)c1cnn(Cc3ccccc3)c1)CCO2 (stereo not drawn),0.1,-2,-1.2,-4
O=[N+]([O-])c1cccc(N/N=C/c2c[nH]c3ccccc23)c1,0.0,-16,0.0,6
CC(C)(C)c1ccc(NC(=O)CC2(C(F)(F)F)OCCO2)cc1,0.0,4,-0.8,-37
Cc1nc(C)c(-c2ccc(SCC(=O)Nc3ccc4c(c3)OCCO4)nn2)s1,-0.1,-4,-3.2,7
CC1CCCC(NC(=O)COC(=O)C(C)N2C(=O)c3ccccc3C2=O)C1C (stereo not drawn),0.1,4,0.1,1
CCCCCc1cc[nH]c1-c1ccccc1,0.1,4,1.3,-9
Cc1ccc(C(=O)c2c(NC(=O)CN3CCN(C)CC3)sc3c2CCCC3)cc1,0.0,20,0.0,-11
O=C(NC1CCS(=O)(=O)C1)c1cccc(F)c1 (stereo not drawn),0.2,-7,1.5,9
COc1ccc(N2C(=S)N=C(Nc3cccc(Cl)c3)C23CCC(C)CC3)cc1 (stereo not drawn),-0.1,-11,-2.0,15
C/C(=N\N1C(=O)c2ccccc2C1=O)c1ccc([N+](=O)[O-])cc1,0.1,0,-1.9,-5
CC(=O)Nc1cc(C(=O)Nc2ccc(C)c(C)c2)ccc1C,-0.1,4,-1.1,-53
Cc1cccc(-c2cc(C(=O)Nc3nc(-c4ccc(Cl)cc4Cl)cs3)c3ccccc3n2)c1,0.0,12,0.1,-3
Cc1nc(NCCCO)cc(-c2cncc(-c3ccc(F)cc3)c2)n1,-0.2,4,-0.2,2
Cc1ccc(S(=O)(=O)N(CC(N)=O)Cc2ccc(F)cc2)cc1,0.1,12,-2.5,0
O=C(N/N=C/c1c(F)cccc1Cl)c1ccc(F)cc1,-0.1,-6,3.0,-8
O=C(NC1CCCCCC1)C1CCC(CNc2c(N3CCCC3)c(=O)c2=O)CC1 (stereo not drawn),-0.1,1,1.8,1
Cc1ccc2nc(CN3NS(=O)(=O)c4ccccc4C3=O)cn2c1,0.2,10,0.5,1
Cc1cccc(/C=N/Nc2nnc3c(n2)[nH]c2ccccc23)n1,-0.6,2,0.1,-6
# Remaining list, next part:
SMILES,FBW7 activator,MITF inh,GPR151 ag,TEAD-YAP block
COC(=O)C1=C2SCC(=O)N2C(N)=C(C#N)C1,-0.2,-8,0.0,-12
NC(=O)c1c(NC(=O)COc2ccccc2Br)sc2c1CCCC2,0.2,7,-0.1,-8
COc1ccc(OC)c(CN2CCC3(CC2)CC3C(=O)NCCCn2ccnc2)c1 (stereo not drawn),-0.1,6,1.4,5
CC1CCc2nc(NC(=O)/C=C/c3cccs3)sc2C1 (stereo not drawn),-0.1,-3,-0.7,-51
COC(=O)Cn1c(=O)c2c(nc3n(-c4ccc(C)cc4)c(C)c(C)n23)n(C)c1=O,-0.3,12,0.2,0
Cc1cc(Cl)c(S(=O)(=O)Nc2cccnc2)cc1OCC(=O)NC1CCCCC1,0.5,15,-2.1,3
Nc1ccccc1NCCOc1ccccc1,-0.2,32,-0.2,-25
CC1CCN(c2nc3ccc(C(=O)NCCCOC(C)C)cc3s2)CC1,0.2,12,-0.1,-46
CC(C)(C)c1ccc(C(=O)CCC(=O)OCC(=O)Nc2ccc([N+](=O)[O-])cc2C#N)cc1,0.3,5,-1.4,4
Cc1ccc(N(C(C)C(=O)Nc2cccc(C)c2C)S(C)(=O)=O)cc1 (stereo not drawn),0.5,-24,1.0,1
Cc1cccc(NC(=S)NCCN2CCOCC2)c1C,0.0&0.0,-5&-11,1.7&3.8,4&3
O=C(NCc1cccc(Cl)c1)c1ccc2c(c1)OCO2,0.1,-10,1.1,-11
CCOCCOC(=O)C1=C(C)NC(=O)NC1c1cc(Cl)c(O)c(OC)c1 (stereo not drawn),-0.1,-11,-1.6,6
COc1ccccc1C(=O)COC(=O)C1CCCCN1S(=O)(=O)c1ccccc1 (stereo not drawn),0.0,2,0.6,-1
CC(=O)Nc1ccc(NC(=O)CSc2nc3ccccc3n2S(=O)(=O)c2ccc(Cl)cc2)cc1,0.0,-3,-0.4,-6
CCC(Oc1ccccc1)C(=O)O/N=C(\N)c1ccc(Cl)cc1 (stereo not drawn),0.9,13,-1.1,4
CCC(=O)Nc1ccc(C(=O)OCc2cccc(C(=O)OC)c2)cc1,0.8,-7,-0.4,-5
CCOC(=O)c1cccc(NC(=O)c2ccc(F)cc2)c1,0.1,2,-0.6,-32
CCS(=O)(=O)NCC(c1ccco1)N1CCc2ccccc2C1 (stereo not drawn),0.1,12,-0.3,-3
Cc1nc(-c2ccc(Cl)cc2)sc1CCNS(C)(=O)=O,0.1,24,-1.0,-77
N#CCC(=O)Nc1sc2c(c1C(N)=O)CCCC2,0.4,-5,-0.6,-2
CCCCC(C(=O)Nc1ccc(C)cc1)N1C(=O)c2cc(Cl)c(Cl)cc2C1=O (stereo not drawn),-0.1,13,2.3,-1
CCc1ccc(-c2[nH]ncc2CNCc2ccc(C)o2)cc1,0.2,12,0.7,0
Cc1ccsc1S(=O)(=O)N1CCC(CO)(CCCc2ccccc2)CC1,0.0,11,-1.0,-6
Cc1sc2c(c1[N+](=O)[O-])C(=O)NCCC2,-0.2,-1,1.1,-1
# The list goes on:
SMILES,FBW7 activator,MITF inh,GPR151 ag,TEAD-YAP block
Cc1ccc(-n2c(SCc3ccccc3Cl)nc3ccsc3c2=O)cc1C,0.0,0,-1.0,-1
O=C(NCc1ccco1)c1ccc(Br)s1,-0.2,-3,-0.7,-5
CC1CC(C)CN(C(=O)Nc2ccccc2)C1 (stereo not drawn),-0.1,-11,-0.7,6
Cc1ccc(N2C(=O)NC(=O)/C(=C/c3cccn3C)C2=O)cc1,0.0,0,0.4,-6
CC(=O)NS(=O)(=O)c1ccc(NC(=O)c2ccccc2F)cc1,-0.5,0,3.8,10
C[C@@H](O)[C@@H]1NC(=O)[C@H]2CN(C(=O)c3cc(F)cc(F)c3)CCN2C1=O,-0.2,11,1.9,-5
CC(C)(C)NC(=O)COC(=O)Cc1c(F)cccc1Cl,0.6,-7,-1.4,5
CCCCCCCCCCCCCCCCOC[C@H](COP(=O)(O)OCC[N+](C)(C)C)OC,.,-12,-0.3,.
CC1CCCCC1N1CC(=O)N(Cc2ccco2)C(c2ccc(Cl)cc2)C1=O (stereo not drawn),0.0,2,-1.8,5
Cc1ccc2[nH]c(C)c(CN3CCN(C)CC3)c(=O)c2c1,-0.2,-1,-0.8,-10
CCOC(=O)c1c(NC(=O)CSc2nnc(CNC(=O)c3ccc([N+](=O)[O-])cc3)n2-c2cc(C)ccc2C)sc2c1CCCC2,-0.1,2,-1.5,7
O=C(N/N=C/c1ccccc1)c1[nH]ncc1I,0.2,-11,-6.6,-43
CC(C)N(CCNC(=O)c1cc(Nc2ccnn2C)nc2ccccc12)C(C)C,0.5,6,-0.3,2
CCC1c2ccc(C)n2CCN1C(=O)Nc1cccc(C)c1 (stereo not drawn),0.0,9,-0.6,-21
NC(=O)c1c(O)c2ccccc2[nH]c1=O,-0.8,6,1.9,31
CCOc1ccc(NS(=O)(=O)c2ccc(N=Cc3c(C)[nH]n(-c4cccc(Cl)c4)c3=O)cc2)cc1,-0.1,1,0.3,-9
Cc1cccc(C)c1NC(=O)c1c(O)c2ccccc2[nH]c1=O,0.0,2,-0.3,2
CCOC(=O)N1CCN(c2nncc(-c3ccc4ccccc4c3)n2)CC1,-0.1,13,0.3,8
CCn1cc(C(=O)N2CCCCC2c2nc3ccccc3[nH]2)c(C)n1 (stereo not drawn),0.1,18,-1.1,5
O=C(Nc1cccc(-c2cn3c(n2)SCC3)c1)c1ccc(F)cc1,0.1,9,-0.8,-8
CCOC(=O)C1CCCN(C(=O)CCc2c(C)nn(-c3nc(C)c(C)c(=O)[nH]3)c2C)C1 (stereo not drawn),-0.9,20,-0.2,4
O=C(OCc1cc(=O)oc2ccc3ccccc3c12)c1ccc(O)cc1,-0.1,-7,1.3,-11
N#CSCC(=O)N1c2ccccc2Sc2ccccc21,0.1,14,0.7,15
Cc1ccc(S(=O)(=O)NCc2ccc(C(=O)NC3CCCCCC3)cc2)cc1,0.6,8,0.1,-5

# Taken from above:
# `CCn1cc(C(=O)N2CCCCC2c2nc3ccccc3[nH]2)c(C)n1` (stereo not drawn) – TEAD-YAP block = 5
# `Cc1ccc(S(=O)(=O)NCc2ccc(C(=O)NC3CCCCCC3)cc2)cc1` – GPR151 ag = 0.1
# `Cc1ccc(N2C(=O)NC(=O)/C(=C/c3cccn3C)C2=O)cc1` – GPR151 ag = 0.4
# `CCOc1ccc(NS(=O)(=O)c2ccc(N=Cc3c(C)[nH]n(-c4cccc(Cl)c4)c3=O)cc2)cc1` – MITF inh = 1

# One compound at a time, as listed above. Values in the order: FBW7 activator, MITF inh, GPR151 ag, TEAD-YAP block
# CC(C)(C)NC(=O)COC(=O)Cc1c(F)cccc1Cl is listed as 0.6, -7, -1.4, 5
# Cc1ccc(-n2c(SCc3ccccc3Cl)nc3ccsc3c2=O)cc1C is listed as 0.0, 0, -1.0, -1
